High-throughput results as filed in PubChem.
Kir21 block = inhibitors of mouse Kir2.1 inward-rectifier potassium channel. Inward rectifier potassium channel 2 (Mus musculus), P35561. HEK293-Kir2.1, FluxOR thallium flux fluorescence; stronger effect = lower value. B-score at 10 µM. 0.85% of 310,000 active. AID 1672, 2009;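 active means fluorescence ratio B-score at or below minus 3 SD of library scores, with starting-brightness B-score within 2 SD, cut at about -4.2 in these data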;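 further: channel flux triggered by added potassium and thallium sulfate stimulus; B-score of peak minus minimum fluorescence over baseline after thallium stimulus; more negative B-score means stronger Kir2.1 block with less thallium influx; some compounds called inactive have numbers as strong as hits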
Target sequence (P35561 whole entry, looked up): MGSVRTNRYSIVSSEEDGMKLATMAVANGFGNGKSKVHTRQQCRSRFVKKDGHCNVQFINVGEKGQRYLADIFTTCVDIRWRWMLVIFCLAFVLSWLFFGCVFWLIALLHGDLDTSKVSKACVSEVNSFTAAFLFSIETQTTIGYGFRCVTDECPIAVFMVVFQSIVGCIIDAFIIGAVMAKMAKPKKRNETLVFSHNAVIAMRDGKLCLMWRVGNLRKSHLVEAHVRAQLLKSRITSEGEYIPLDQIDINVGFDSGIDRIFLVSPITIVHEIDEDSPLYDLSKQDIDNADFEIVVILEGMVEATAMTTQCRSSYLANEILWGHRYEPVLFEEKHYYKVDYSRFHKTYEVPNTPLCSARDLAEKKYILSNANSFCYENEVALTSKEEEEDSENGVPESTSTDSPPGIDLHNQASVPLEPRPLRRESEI
CHT block = inhibitors of human choline transporter CHT | 0.86% of 310,000 active | High affinity choline transporter 1 (Homo sapiens), Q9GZV3 | B-score at 10 µM | CHT-expressing cells, membrane potential dye, choline response; stronger effect = lower value;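 active means B-score over 3 SD under the library average, and starting fluorescence ratio not unusually high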;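 further: choline stimulus applied at its EC90 after an EC20 pre-addition; B-score computed on integrated fluorescence ratio after choline addition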
Target sequence (Q9GZV3 whole entry, looked up): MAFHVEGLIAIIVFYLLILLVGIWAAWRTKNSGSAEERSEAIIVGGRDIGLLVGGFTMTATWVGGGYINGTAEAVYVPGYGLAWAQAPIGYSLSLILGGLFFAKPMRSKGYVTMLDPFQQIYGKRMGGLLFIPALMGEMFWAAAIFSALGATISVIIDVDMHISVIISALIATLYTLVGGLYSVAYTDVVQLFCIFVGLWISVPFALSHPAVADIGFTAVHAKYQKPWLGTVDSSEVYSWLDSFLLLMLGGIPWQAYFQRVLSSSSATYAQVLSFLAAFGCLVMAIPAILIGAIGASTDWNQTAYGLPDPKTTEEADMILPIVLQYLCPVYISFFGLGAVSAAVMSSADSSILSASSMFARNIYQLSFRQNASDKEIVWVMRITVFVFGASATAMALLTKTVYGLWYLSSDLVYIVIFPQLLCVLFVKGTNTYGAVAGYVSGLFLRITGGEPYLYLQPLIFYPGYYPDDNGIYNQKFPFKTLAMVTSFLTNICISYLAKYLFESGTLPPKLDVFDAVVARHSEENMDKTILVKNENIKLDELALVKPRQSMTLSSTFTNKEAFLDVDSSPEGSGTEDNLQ
Starred values were filed as active, the others as inactive; i = inactive; . = no result given.

Kir21 block | CHT block | Molecule
-0.62 | i | COc1cccc(NC(=O)CN(C)C(=O)c2ccccc2-c2nc3ccccc3s2)c1
0.05 | i | CCOc1cc2c3c(c1)C(C)CC(C)(C)N3C(=O)C2=O (stereo not given)
-0.79 | i | COc1cccc(NS(=O)(=O)c2cc3c(cc2C)N(C(C)=O)CCO3)c1
-0.73 | i | Cn1cnnc1SCC(=O)Nc1cccc(S(=O)(=O)N2CCCCCC2)c1
0.11 | i | COc1ccc(C(=O)NC(=S)NNC(=O)CNC(=O)C2CCCCC2)cc1
-0.38 | i | COC(CN(C)C(=O)C1CCCN(S(=O)(=O)c2ccc3c(c2)oc(=O)n3C)C1)OC (stereo not given)
-0.41 | i | CC(C)N1CCc2c(sc(NC(=O)c3ccc(S(=O)(=O)N4CCOCC4)cc3)c2C(N)=O)C1
0.92 | i | Cc1ccc(C(=O)O/N=C/c2c(C)nn(C)c2Cl)cc1
0.25 | i | Cc1c(C(=O)N2CCN(c3ccccc3F)CC2)sc2nc(-c3ccccc3)cn12
-2 | i | O=C(O)Cc1ccc(NC(=O)Cc2ccc3ccccc3c2)cc1
1.8 | i | CC(=O)Nc1ccc(N(C(=O)CNC(=O)c2cccs2)C(C(=O)NCC2CCCO2)c2ccccc2)cc1 (stereo not given)
-1.9 | i | Cc1csc(-c2cnn(-c3ccccc3)c2NC(=O)c2cccc(F)c2)n1
1.1 | i | O=c1c2[nH]cnc2n(-c2ccc(F)cc2)c(=O)n1Cc1ccccc1
-0.53 | i | Cc1ccc(Nc2c(-c3ccc(N4CCOCC4)cc3)nc3cnccn23)cc1
0.33 | i | N#CCN1CCCC(C(N)=O)C1 (stereo not given)
0.86 | i | Cc1[nH]c(=S)sc1Cc1ccc(F)cc1
0.62 | i | CC(C)c1ccc(NC(=O)c2snc3ccc(Cl)cc23)cc1
-0.88 | i | CCCCN(CCCC)CCn1cnc2c([nH]c3ccc(OC)cc32)c1=O
0.97 | i | FC(F)(F)c1ccc(C2[C@H]3CN(CC4CCCCC4)[C@H](c4ccccc4)C34CC2(c2cccnc2)C4)cc1 (stereo not given in full)
. | i | O=C(O)/C=C\C(=O)O
0.15 | i | COCCN(C(=O)Nc1ccccc1)c1ccccc1
-1.7 | i | O=[N+]([O-])c1cc(S(=O)(=O)N2CCCC2)ccc1N/N=C/c1cccs1
-0.85 | i | Cc1ccc(/C=C2\SC(=O)N(CCNC(=O)C3CSC4(C)CCC(=O)N34)C2=O)cc1 (stereo not given)
. | i | COc1ccccc1C(=O)Nc1ccc2c(c1)nc1n2CCSC1
1.1 | i | CCC(C)c1ccc(-n2c(=O)c3ccccc3n3c(=S)[nH]nc23)cc1 (stereo not given)
0.61 | i | COc1ccc(/C=N/NC(=O)COc2cccc3ccccc23)c(C(=O)O)c1OC
-1.3 | i | O=[N+]([O-])c1ccc(OCC(O)CN2CCN(c3ccccc3F)CC2)cc1 (stereo not given)
-0.42 | i | CN(C)CCCNc1nc(-c2ccc(Cl)cc2)nc2ccccc12
. | i | CCCCC1(COC(=O)CCC(=O)O)C(=O)N(c2ccccc2)N(c2ccccc2)C1=O
0.01 | i | Cc1ccc(NS(=O)(=O)c2ccc(CCC(=O)NCCO)cc2)cc1
-0.87 | i | COc1ccc(CN2C(=NC(=O)COc3ccccc3)SC3CS(=O)(=O)CC32)cc1 (stereo not given)
-0.37 | i | Cc1ccc(S(=O)(=O)Nc2ccc(NC(=O)Nc3ccc(F)cc3F)cc2)cc1
0.19 | i | O=C(NCC(c1cccs1)N1CCOCC1)c1ccccc1NS(=O)(=O)c1ccc(Br)cc1 (stereo not given)
-11* | i | Cn1c(-c2ccc3c(c2)OCO3)cnc1NCc1ccc(Cl)cc1
1.1 | i | CCOC(=O)c1c(C)c(C(=O)NCc2ccccn2)c(C)n1CC
0.43 | i | O=C(CCN1C(=O)COc2ccccc21)NCCN1CCc2ccccc2C1
0.27 | i | COc1ccc(NC(=O)c2cnn3c(C(F)(F)F)cc(-c4ccco4)nc23)cc1OC
0.36 | i | COc1cc(-c2nnc(NC(=O)CS(=O)(=O)c3ccc(C)cc3)o2)cc(OC)c1OC
0.15 | i | Cc1nonc1OCCn1nnnc1N
-0.03 | i | COc1ccc(N=C(NN)c2ccc3ccccc3n2)cc1
1.9 | i | CCOc1ccc(N2C(=O)C3C(c4ccc(OC)cc4OC)NC(CCSC)(C(=O)OC)C3C2=O)cc1 (stereo not given)
-1.4 | i | O=C(Cn1nnc(-c2ccccc2)n1)N1CCN(c2ccc(F)cc2)CC1
-0.9 | i | CCNC(=S)NNC(=O)CCn1cc(C)cn1
0.71 | i | Cn1c(N)c(C(=O)COC(=O)CCC(=O)c2cccs2)c(=O)n(C)c1=O
-0.64 | i | OCCN(CCO)CC(O)COc1ccc(C23CC4CC(CC(C4)C2)C3)cc1 (stereo not given)
0.1 | i | CCCCCCc1ccc(OCC(=O)O)cc1OCC(=O)O
0 | i | C/C=C(\C)CN1CCC(n2nccc2NC(=O)CCCc2ccccc2)CC1
0.28 | i | COc1cccc(NC(=O)c2oc3ccccc3c2NC(=O)c2ccc3c(c2)OCO3)c1
-0.32 | i | O=C(Nc1ccccc1Cl)C1(c2ccccc2)CC1(Cl)Cl (stereo not given)
0.57 | i | C=CCOC(=O)/C(=C\c1ccccc1)NC(=O)c1ccco1
0.11 | i | O=[N+]([O-])c1cc([N+](=O)[O-])c2cc(-c3cccnc3)[nH]c2c1
0.73 | i | Cc1cc(NC(=O)CSc2n[nH]c(-c3cccs3)n2)no1
-0.01 | i | O=C(Cn1c(=S)[nH]c2ccccc2c1=O)N1CCN(c2ccc(F)cc2)CC1
0.04 | i | CC(C)[C@H](NC(=O)[C@@H]1CSC2c3ccccc3C(=O)N21)C(=O)NCc1ccco1 (stereo not given in full)
-0.53 | i | Cc1cccc(N(C(=O)c2ccco2)C(C(=O)NC2CCCC2)c2cccnc2)c1C (stereo not given)
-1 | i | COc1cc(/C=C(\C#N)C(=O)NCc2cccs2)ccc1O
-0.71 | i | COc1ccc(S(=O)(=O)N2Cc3ccccc3CC2C(=O)Nc2ccc(O)cc2)cc1OC (stereo not given)
1.5 | i | CCSc1nnc2c3cc(CC)ccc3n(C)c2n1
-0.68 | i | CNc1c(NS(=O)(=O)c2ccc(Cl)s2)c(=O)oc2ccccc12
0.05 | i | CC(=O)Nc1ccc(C(=O)Nc2nc(-c3ccccn3)cs2)cc1

Later entries:
Kir21 block | CHT block | Molecule
0.15 | i | CCn1cc(/C=C(\NC(=O)c2ccccc2F)C(=O)NCCCN2CCOCC2)c2ccccc21
-1.6 | i | COc1ccc(N2C(=O)C(CC(=O)Nc3ccc(F)cc3)N(CCc3cccs3)C2=O)cc1 (stereo not given)
2 | i | COc1cc2c(C(=O)O)c(C)n(C)c2c2ccccc12
0.36 | i | CCNc1nc2ccccc2[nH]1
0.48 | i | O=C(O)CSc1c2ccccc2cc2ccccc12
-0.06 | i | Cc1ccn(CC(C)C(=O)O)n1 (stereo not given)
0.03 | i | CCOC(=O)c1c2ccc(OCC(=O)N/N=C/c3ccc(C)cc3)cc2n2ccccc12
-2.9 | i | Cc1ccccc1N=C1NC(=O)/C(=C/c2cccn2C)S1
1.6 | i | Cc1cc(C(=O)Nc2ccon2)c(C)o1
0.02 | i | CN1C(=O)NC(NC(=O)C2CCCCC2)(C(F)(F)F)C1=O (stereo not given)
-0.63 | i | Clc1ccc(Cn2nnc(-c3ccccc3)n2)cc1
0.9 | i | CS(=O)(=O)N(Cc1ccccc1)c1ccc(C(=O)NN=C2CCCCCC2)cc1
-1.1 | i | COc1ccc(N=C2SCC(c3ccc([N+](=O)[O-])cc3)=NN2CCO)cc1
0.63 | i | O=C(CSc1nc2ccccc2o1)NC(=O)NCc1ccccc1
-0.52 | i | COC(=O)c1ccc(OCC(O)CN2CCN(CC(O)COc3ccc(C(=O)OC)cc3)CC2)cc1 (stereo not given)
0.43 | i | O=C(CCCN1C(=O)c2ccccc2C1=O)Oc1ccc(F)cc1
1.4 | i | O=C(NC1CCCCCC1)c1ccc(Cl)c(S(=O)(=O)N2CCOCC2)c1
0.54 | i | COc1cc(NC(=O)C23CC4CC(C2)CC(n2nnc(C)n2)(C4)C3)c(OC)cc1Cl
-1.2 | i | COC(=O)CNC(=O)C(Cc1c[nH]c2ccccc12)NC(=O)OC(C)(C)C (stereo not given)
-1.9 | i | COC(=O)C1=C(C)NC(C)=C(C(=O)OC)C1C(=O)OCC(=O)Nc1ccc(C(C)=O)cc1
1.8 | i | Cn1cccc1/C=C1\SC(=Nc2cccc(O)c2)NC1=O
-1.6 | i | COc1ccc(OC)c(CNC(=O)C2CCN(S(=O)(=O)N3CCC(C)CC3)CC2)c1
0.01 | i | O=c1[nH]nc(-c2ccc(OCc3ccc(Cl)cc3Cl)cc2)o1
-0.21 | i | O=C(NNS(=O)(=O)c1ccccc1)c1cccc(F)c1
0.2 | i | CCn1c(=O)c(C(C)=O)nc2ccccc21
-4.6* | i | Oc1cc(-c2ccccc2)c2ccccc2c1
0.81 | i | O=C(N/N=C1/CCS(=O)(=O)c2ccc(F)cc21)c1ccccn1
-0.01 | i | CN(CCC1CCOCC1)C(=O)CC1C(=O)NCCN1C/C=C/c1ccccc1 (stereo not given)
0.37 | i | CCOc1ccc(S(=O)(=O)N2CC(=O)Nc3ccccc32)cc1
0.25 | i | CCOC(=O)Cc1csc(NC(=O)CSc2ncnc3c2cnn3-c2ccc(OC)cc2)n1

Shown as tab-separated lines: six of the compounds above
Molecule	Kir21 block	CHT block
O=C(CCCN1C(=O)c2ccccc2C1=O)Oc1ccc(F)cc1	0.43	i
O=C(NC1CCCCCC1)c1ccc(Cl)c(S(=O)(=O)N2CCOCC2)c1	1.4	i
COc1cc(NC(=O)C23CC4CC(C2)CC(n2nnc(C)n2)(C4)C3)c(OC)cc1Cl	0.54	i
COC(=O)CNC(=O)C(Cc1c[nH]c2ccccc12)NC(=O)OC(C)(C)C (stereo not given)	-1.2	i
COC(=O)C1=C(C)NC(C)=C(C(=O)OC)C1C(=O)OCC(=O)Nc1ccc(C(C)=O)cc1	-1.9	i
Cn1cccc1/C=C1\SC(=Nc2cccc(O)c2)NC1=O	1.8	i

New compounds follow
Kir21 block | CHT block | Molecule
0.14 | i | CCn1c(O)c(C=NCc2cccs2)c(=O)n(CC)c1=S
-0.66 | i | COc1ccc(OC)c(NC(=O)C2CCC(CNc3c(N4CCOCC4)c(=O)c3=O)CC2)c1 (stereo not given)
0.14 | i | O=C(NCc1ccc2c(c1)OCO2)c1cccc(S(=O)(=O)N2CCCC2)c1
-1.4 | i | CC(Oc1ccc(Br)cc1)C(=O)Nn1c(=S)[nH]c2ncccc2c1=O (stereo not given)
4.4e-16 | i | O=c1c2c3c(sc2n(CCN2CCCCC2)c(=O)n1Cc1ccco1)CCCCC3
3.6 | i | CC(C)Sc1nc2c(c(=O)n1C)SC(C)C2 (stereo not given)
-0.03 | i | Cc1cc(NC(=O)CN2C(=O)NC3(CCCCC3)C2=O)no1
-0.08 | i | O=C(COC(=O)c1ccc(S(=O)(=O)N2CCCC2)cc1)NCc1ccc(F)cc1
-2.5 | -5.2* | Oc1ccc(-c2n[nH]c(C(F)(F)F)c2-c2ccccc2)c(O)c1
1.1 | i | Cc1nn(C(=O)c2nn(C)cc2[N+](=O)[O-])c(C)c1Br
1.9 | i | COc1ccccc1CN1CCNC(=O)C1CC(=O)NCCCN1CCCC1=O (stereo not given)
1.4 | i | CC(=O)Nc1ccc(NC(=O)c2cc(=O)c3cc(C)c(C)cc3o2)cc1
-0.83 | i | CSc1nc(O)c(C(c2ccc(OC(C)C)cc2)c2c(O)nc(SC)[nH]c2=O)c(=O)[nH]1
-0.89 | i | Cc1cnc(CNC(=O)c2ccc3oc(Cc4ccc(Cl)cc4)nc3c2)cn1
-3 | i | C=CCn1c(SCC(=O)c2cccs2)nnc1-c1cccc(OC)c1

Single entries from the results shown.
Reading of O=C(NCc1ccc2c(c1)OCO2)c1cccc(S(=O)(=O)N2CCCC2)c1 in Kir21 block: 0.14
Reading of Cc1cc(NC(=O)CN2C(=O)NC3(CCCCC3)C2=O)no1 in Kir21 block: -0.03

Following part.
Kir21 block | CHT block | Molecule
1.7 | i | Cc1nn(Cc2c(Cl)cccc2Cl)c(C)c1NC(=O)c1cnn2c(C(F)F)cc(-c3ccccc3)nc12
-0.83 | i | C=CCn1c(CCC(O)COCCCCC)n[nH]c1=S (stereo not given)
-0.26 | i | Cc1ccc(N(C(=O)C2CCCC2)C2C=CS(=O)(=O)C2)cc1C (stereo not given)
0.48 | i | Cc1ccc2[nH]c3nc(NN)nnc3c2c1
1.8 | i | Cn1c2ccccc2c2nnc(SCC(=O)Nc3cccc(C(=O)O)c3)nc21
-0.07 | i | COc1cccc(CNC(=O)C(C(=O)NCc2cccc(OC)c2)c2ncc(C(F)(F)F)cc2Cl)c1
-0.33 | i | CC(=O)c1cccc(NC(=O)Nc2ccc3c(c2)CCC3)c1
-0.54 | i | COc1ccc(CNC(=O)CN2CCN(c3ccc(F)cc3)CC2)cc1
-0.89 | i | CCOc1ccc(N2C(=O)CN(O)C=C3N=c4ccccc4=C32)cc1
1.3 | i | Cc1cccc(N2CCN(C(=S)Nc3ccc4nc(N5CCN(C)CC5)cc(C)c4c3)CC2C)c1 (stereo not given)
0.14 | i | CCN(C(=O)C1CCCN1S(=O)(=O)c1cccc2nsnc12)c1ccccc1 (stereo not given)
3 | i | COc1ccc(C(CNC(=O)Cc2cccs2)N(C)C)cc1 (stereo not given)
-1.5 | i | CCOCCCNC(=O)C(NC(=O)c1ccc2c(c1)OCO2)c1ccc(OC)cc1 (stereo not given)
-3 | i | COc1ccccc1OC(=O)C1CC(=O)N(c2ccc(Cl)cc2)C1 (stereo not given)
